Compound activity as filed in PubChem BioAssay.
TRHR agonist = agonists of human TRH receptor. TRHR cells, calcium flux fluo-8, FDSS agonist mode. activation, % at 2 µM. 360,000 compounds, 0.18% hits; further: 0% is about no effect
Target sequence (P34981 whole entry, looked up): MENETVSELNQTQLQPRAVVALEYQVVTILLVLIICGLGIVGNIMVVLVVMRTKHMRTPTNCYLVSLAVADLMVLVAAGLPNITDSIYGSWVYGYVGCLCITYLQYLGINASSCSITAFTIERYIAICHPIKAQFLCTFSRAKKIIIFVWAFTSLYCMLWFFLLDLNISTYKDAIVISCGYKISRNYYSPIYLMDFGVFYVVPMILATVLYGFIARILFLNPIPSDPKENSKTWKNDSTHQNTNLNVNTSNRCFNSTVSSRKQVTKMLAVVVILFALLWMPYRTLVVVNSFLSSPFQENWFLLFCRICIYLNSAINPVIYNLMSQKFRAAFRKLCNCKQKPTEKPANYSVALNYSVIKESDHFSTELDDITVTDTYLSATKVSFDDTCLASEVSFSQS
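TRHR-expressing cells, plated overnight in medium with 10% serum, were loaded with fluo-8 calcium dye at room temperature. After a 10 s baseline, library compound was pin-added and calcium release was recorded kinetically (ex 480/em 530) as agonist response.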
RXFP1 antag = antagonists of human relaxin receptor RXFP1; HEK293-RXFP1, relaxin-stimulated cAMP HTRF, 30 min; stronger effect = lower value; activity change, negative = inhibition, % at 57.5 µM; 350,000 compounds, 0.59% hits;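 active means activity change of -60% or lower, but not beyond a set lower limit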; further: on the % scale 0 is the no-effect control and ±100 the full control effect
TRHR enhancer = allosterically enhances the human TRH receptor | TRHR cells, fluo-8 calcium fluorescence, EC20 TRH enhancement | P34981 | 360,000 compounds, 0.66% hits | AID 493056 | enhancement, % at 2 µM; in the data active means enhancement above about 30%; further: 0% is about no effect
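TRHR-expressing cells loaded with fluo-8 calcium dye were read kinetically (ex 480/em 530) during compound addition, then stimulated with an EC20 of TRH (10 nM final). Enhancement of the Gq-mediated intracellular calcium response was scored.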
D2 antagonist = D2 dopamine receptor (human) antagonism. HEK293 TREx D2 cells, calcium flux, dopamine EC80. 340,000 compounds, 2% hits. P14416. inhibition, % at 10 µM; in the data active means inhibition above about 30%; further: 0% is about no effect
Target sequence (P14416 whole entry, looked up): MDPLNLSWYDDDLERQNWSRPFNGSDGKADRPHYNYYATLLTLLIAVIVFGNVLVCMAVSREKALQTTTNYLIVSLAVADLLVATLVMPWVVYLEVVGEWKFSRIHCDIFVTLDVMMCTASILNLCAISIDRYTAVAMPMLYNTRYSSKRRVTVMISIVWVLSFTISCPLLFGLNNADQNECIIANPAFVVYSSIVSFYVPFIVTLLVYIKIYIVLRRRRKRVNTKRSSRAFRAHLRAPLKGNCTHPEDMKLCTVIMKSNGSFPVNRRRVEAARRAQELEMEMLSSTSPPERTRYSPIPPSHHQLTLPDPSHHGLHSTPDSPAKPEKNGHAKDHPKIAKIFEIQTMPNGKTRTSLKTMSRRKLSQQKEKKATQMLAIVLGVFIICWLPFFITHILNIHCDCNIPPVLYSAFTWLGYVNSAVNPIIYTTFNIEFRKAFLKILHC
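Tetracycline-induced HEK293 T-REx cells expressing D2 force-coupled to calcium signalling were dye-loaded, exposed to compound for 180 s, then challenged with an EC80 of dopamine; calcium flux was followed kinetically for a further 180 s.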
D1 ag = agonists of human D1 dopamine receptor; P21728; activation, % at 2 µM; HEK293 T-REx D1 cells, calcium flux, agonist mode; AID 504660; 360,000 compounds, 1% hits; further: 0% is about no effect
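Agonism was scored from calcium flux recorded over 180 s (1 read/s) after pintool compound addition, following a 10-cycle baseline. Cells were inducible force-coupled HEK293 TREx D1, plated overnight at 30 C and loaded with no-wash calcium dye.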
D2 potentiator = positive allosteric modulators of human D2 dopamine receptor | P14416 | HEK293 T-REx D2, calcium flux, EC20 dopamine potentiation | potentiation, % at 10 µM | 340,000 compounds, 0.34% hits | AID 485347;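 active means potentiation over 3 SD above the plate norm, cut at about 30% in these data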; further: 0% is about no effect
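Tetracycline-induced HEK293 T-REx cells force-coupled to calcium signalling expressed D2; compounds were pin-added after a 10 s baseline, read kinetically 180 s, then an EC20 dopamine challenge followed with a further 180 s calcium read.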
D1 PAM = potentiators of human D1 dopamine receptor; P21728; HEK293 TREx D1 cells, calcium flux, dopamine EC20 potentiation; potentiation, % at 10 µM; 360,000 compounds, 0.036% hits; AID 504651; in the data active means potentiation above about 30%; further: 0% is about no effect
D1 antagonist = blocks dopamine activation of the human D1 receptor. activity change, negative = inhibition, % at 10 µM. P21728. 360,000 compounds, 3.2% hits. AID 504652. HEK293 TREx D1 cells, calcium flux, dopamine EC80; stronger effect = lower value; in the data active means activity change below about -30%; further: on the % scale 0 is the no-effect control and ±100 the full control effect
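Compound effects on dopamine-evoked calcium signalling were measured in tetracycline-induced HEK293 Trex D1 cells. Dopamine at EC80 followed a 180 s compound pre-read, and fluorescence was tracked kinetically for 180 s more.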
D2 agonist = activates the human D2 dopamine receptor; 340,000 compounds, 0.53% hits; P14416; activation, % at 2 µM; HEK293 T-REx D2 cells, calcium flux agonist mode;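 active means activation over 3 SD above normal in the single-dose calcium agonist read, cut at about 30% in these data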; further: 0% is about no effect
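Tetracycline-induced HEK293 T-REx cells with force-coupled D2 receptor, plated overnight at 30 C, loaded with no-wash calcium dye. After a 10 s baseline, compound was pin-added and calcium flux read kinetically for 180 s; calcium rises flagged agonists.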
The depositor's hits bear a star; & = joins results of further samples. Unless noted, no stated cut-off is given here; in the data, active means activation above about 30%; inactive means the rest.

`CC(C)(C)c1ccccc1NC(=O)Cn1c(=O)cnc2ccccc21` gave TRHR agonist -0.5, RXFP1 antag 0, TRHR enhancer -7, D1 ag 1, D2 potentiator 13, D1 PAM 0 and D1 antagonist 8.
Screening COCc1cc(C)nc(OCC(=O)N/N=C/c2ccco2)c1C#N returned TRHR agonist 0.5, RXFP1 antag -11, TRHR enhancer -7, D2 antagonist -9, D1 ag 5, D2 potentiator 6, D1 PAM -6, D1 antagonist 2 and D2 agonist 0.9.
For O=C(COC(=O)C1(c2ccc(Cl)cc2)CCCC1)N1CCc2ccccc21 the results were TRHR agonist 1.3, RXFP1 antag -6, TRHR enhancer 2, D2 antagonist 15, D1 ag 2, D2 potentiator 5, D1 PAM 3, D1 antagonist 11 and D2 agonist 1.7.
`Cc1nc2c3ccccc3n(CC#N)c(=O)n2n1` gave TRHR agonist 0.0, RXFP1 antag 2, TRHR enhancer 7, D2 antagonist -5, D1 ag 2, D2 potentiator -11, D1 PAM 6, D1 antagonist -3 and D2 agonist 0.9.
Screening OC(COc1ccc(Cl)cc1)CN1CCC(Cc2ccccc2)CC1 (configuration not stated) returned TRHR agonist 0.5, RXFP1 antag -16, TRHR enhancer 2, D2 antagonist 22, D1 ag 19, D2 potentiator -27, D1 PAM -7, D1 antagonist -24 and D2 agonist 1.1.
For COc1ccc(CCN=C(NS(=O)(=O)c2ccccc2)c2ccccc2)cc1OC the results were TRHR agonist 0.1, RXFP1 antag -1, TRHR enhancer 3, D2 antagonist 8, D1 ag 4, D2 potentiator -4, D1 PAM 5, D1 antagonist -11 and D2 agonist 2.4.
`COc1cc(C(=O)Nc2ccc(-n3cnnn3)c(C)c2)cc(OC)c1OC` gave TRHR agonist 0.0, RXFP1 antag 2, TRHR enhancer 6, D2 antagonist 10, D1 ag 0, D2 potentiator 8, D1 PAM -12, D1 antagonist 4 and D2 agonist 0.0.
For O=C(OC1CCCCC1=O)c1cccc(S(=O)(=O)N2CCCCC2)c1 (configuration not stated) the results were TRHR agonist -0.3, RXFP1 antag -5, TRHR enhancer -2, D2 antagonist -5, D1 ag 3, D2 potentiator 11, D1 PAM 3, D1 antagonist -8 and D2 agonist -0.2.
C[C@H](OC(=O)n1ccnc1)[C@@H]1O[C@@]2(C)CCC[C@@H]1O2 was read as TRHR agonist -0.3, TRHR enhancer -1, D2 antagonist -8, D1 ag 2, D2 potentiator -3, D1 PAM -2, D1 antagonist -1 and D2 agonist 0.4.
O=C1N(Nc2ccccc2)C(c2ccc(Br)cc2)C12CCCC2 (configuration not stated) was read as TRHR agonist 0.5, RXFP1 antag -28, TRHR enhancer 17, D2 antagonist -6, D1 ag 1, D2 potentiator -3, D1 PAM -4, D1 antagonist 3 and D2 agonist -0.1.

Reprinted from above for reference:
`CC(C)(C)c1ccccc1NC(=O)Cn1c(=O)cnc2ccccc21` gave TRHR agonist -0.5, RXFP1 antag 0, TRHR enhancer -7, D1 ag 1, D2 potentiator 13, D1 PAM 0 and D1 antagonist 8.
Screening COCc1cc(C)nc(OCC(=O)N/N=C/c2ccco2)c1C#N returned TRHR agonist 0.5, RXFP1 antag -11, TRHR enhancer -7, D2 antagonist -9, D1 ag 5, D2 potentiator 6, D1 PAM -6, D1 antagonist 2 and D2 agonist 0.9.

The list goes on.
Cc1ccc(NC(=O)C2CC(O)CN2C(=O)OCc2ccccc2)cc1C (configuration not stated) was read as TRHR agonist 0.2, RXFP1 antag 7, TRHR enhancer 2, D2 antagonist -2, D1 ag 1, D2 potentiator 14, D1 PAM -4, D1 antagonist -3 and D2 agonist -0.5.
For COc1ccc(-c2ccc3c(c2)S(=O)(=O)c2cccc(C(=O)O)c2C3=O)cc1OC the results were TRHR agonist 0.0, TRHR enhancer -2, D2 antagonist -1, D1 ag 0, D2 potentiator -10, D1 PAM -7, D1 antagonist -16 and D2 agonist 0.0.
CCCCN(C(=O)Nc1ccc(Cl)cc1)C1CCN(C(C)=O)CC1 was read as TRHR agonist 0.0&-0.9, RXFP1 antag 3&4, TRHR enhancer -5&17, D2 antagonist -4, D1 ag 1&0, D2 potentiator 10&1, D1 PAM -2&-2, D1 antagonist -8&-12 and D2 agonist 1.1.
For O=C(NNC(=O)C1CC(c2cccnc2)=NO1)Nc1ccccc1F (configuration not stated) the results were TRHR agonist 0.6, RXFP1 antag 5, TRHR enhancer -6, D2 antagonist 3, D1 ag 7, D2 potentiator -9, D1 PAM -2, D1 antagonist 1 and D2 agonist -0.2.
`O=C(COc1ccc2ccc(=O)oc2c1)N1CCc2ccccc21` gave TRHR agonist -0.2, RXFP1 antag 0, TRHR enhancer -1, D2 antagonist -18, D1 ag 4, D2 potentiator 7, D1 PAM 2, D1 antagonist 1 and D2 agonist -1.2.
For Cc1ccc(OCC(=O)N2CCCCCC2)c(C)c1 the results were TRHR agonist -0.5, RXFP1 antag 17, TRHR enhancer 2, D2 antagonist -21, D1 ag 0, D2 potentiator 6, D1 PAM -1, D1 antagonist -21 and D2 agonist 0.1.
Screening O=C(NCc1ccco1)C1CCN(S(=O)(=O)c2cccc3cccnc23)CC1 returned TRHR agonist 0.7, TRHR enhancer -2, D2 antagonist -1, D1 ag 3, D2 potentiator -6, D1 PAM 4, D1 antagonist 2 and D2 agonist 1.3.
`O=C(CN1C(=O)c2ccccc2C1=O)Nc1ccccc1C(F)(F)F` gave TRHR agonist 0.4, RXFP1 antag 0, TRHR enhancer -4, D2 antagonist -10, D1 ag 2, D2 potentiator 4, D1 PAM -2, D1 antagonist 11 and D2 agonist 0.2.
COc1ccccc1NC(=O)c1ccc(-n2cccn2)nc1 was read as TRHR agonist -0.1, RXFP1 antag -1, TRHR enhancer 1, D2 antagonist -2, D1 ag 1, D2 potentiator 9, D1 PAM -1, D1 antagonist -7 and D2 agonist -0.7.
Screening O=C(CN1C(=O)c2ccccc2C1=O)Nc1nc(-c2cccc([N+](=O)[O-])c2)cs1 returned TRHR agonist 0.5, TRHR enhancer 7, D2 antagonist 10, D1 ag 3, D2 potentiator -1, D1 PAM -2, D1 antagonist 3 and D2 agonist 0.6.
For O=[S+]([O-])(c1ccc(-c2ccccc2)cc1)N1CCN([S+](=O)([O-])c2ccc3c(c2)OCCO3)CC1 the results were TRHR agonist 1.8, TRHR enhancer -3, D1 ag 1, D1 PAM -2 and D1 antagonist 4.
`O=C(CN1CCN(C(=O)c2cccc(F)c2)CC1)NC1CCCCC1` gave TRHR agonist 1.1, RXFP1 antag -10, TRHR enhancer -4, D2 antagonist -7, D1 ag 3, D2 potentiator 1, D1 PAM -5, D1 antagonist -2 and D2 agonist 1.1.
C=C1C[C@@]23CCC4[C@@](C)(CCC[C@@]4(C)C(=O)OC)C2CC[C@]1(OC(C)=O)C3 (some centres not stated) was read as TRHR agonist -0.1, TRHR enhancer 1, D2 antagonist -11, D1 ag 1, D2 potentiator -4, D1 PAM 6 and D2 agonist 0.0.
For CC(=O)N1CCc2c(sc3c2c(=O)n(-c2ccccc2)c(=O)n3CC(=O)c2ccccc2)C1 the results were TRHR agonist -0.3, TRHR enhancer 3, D1 ag 0, D2 potentiator 2, D1 PAM -9, D1 antagonist -30 and D2 agonist -0.1.
`CC(C(=O)NC1CCCCCC1)c1ccc([N+](=O)[O-])cc1` (configuration not stated) gave TRHR agonist 0.1, RXFP1 antag 11, TRHR enhancer -4, D2 antagonist -8, D1 ag 5, D2 potentiator -10, D1 PAM 1, D1 antagonist -5 and D2 agonist 0.5.
Screening N#Cc1cc2c(nc1SCc1ccccc1)CCCCC2 returned TRHR agonist 0.1, RXFP1 antag -8, TRHR enhancer 8, D2 antagonist -12, D1 ag 12, D2 potentiator 19, D1 PAM -2, D1 antagonist 5 and D2 agonist -2.0.
`c1cnc(-c2noc(CN3CCN(C4C5CC6CC(C5)CC4C6)CC3)n2)cn1` (configuration not stated) gave TRHR agonist 0.8, RXFP1 antag 13, TRHR enhancer -3, D2 antagonist -2, D1 ag 0, D2 potentiator -4, D1 PAM 1, D1 antagonist -4 and D2 agonist 0.6.
For COc1ccc(Cl)c(NC(=O)Nc2c(C)n(-c3ccccc3)c(=O)n2C)c1 the results were TRHR agonist -0.4, RXFP1 antag 2, TRHR enhancer -1, D2 antagonist 9, D1 ag -1, D2 potentiator -1, D1 PAM 2, D1 antagonist 7 and D2 agonist -0.1.
Screening Cc1nn2c(NCc3cccnc3)c3c(nc2c1-c1ccccc1)CCC3 returned TRHR agonist 0.0, RXFP1 antag 15, TRHR enhancer 5, D2 antagonist 12, D1 ag 2, D2 potentiator 5, D1 PAM -4, D1 antagonist -8 and D2 agonist -1.6.
For CCc1cccc(CC)c1NC(=O)CO/N=C(\N)CC(=O)NC1CCCCC1 the results were TRHR agonist 0.4, RXFP1 antag 1, TRHR enhancer -6, D2 antagonist 15, D1 ag 3, D2 potentiator -3, D1 PAM -1, D1 antagonist 1 and D2 agonist 2.3.
Cc1ccc(CNC(=O)CCc2nnc3n(C)c(=O)c4sccc4n23)cc1 was read as TRHR agonist 1.3, TRHR enhancer -3, D1 ag 0, D2 potentiator -4, D1 PAM 2, D1 antagonist -6 and D2 agonist 0.3.
Screening COc1cc(Cl)c(C)cc1NC(=O)c1ccc2c(SCC(=O)O)c3c(nc2c1)CCCC3 returned TRHR agonist 0.1&0.0, RXFP1 antag -2&-13, TRHR enhancer 1&3, D2 antagonist 6, D1 ag 1&-1, D2 potentiator -5&27, D1 PAM 4&-2, D1 antagonist 5&-5 and D2 agonist -0.4.
COCCn1c(SCC(=O)Nc2cccc(OC)c2)nnc1-c1ccccc1 was read as TRHR agonist -0.3, RXFP1 antag -4, TRHR enhancer -2, D2 antagonist 27, D1 ag 1, D2 potentiator -3, D1 PAM -13, D1 antagonist -8 and D2 agonist 0.0.

Grouped by structure, the compounds so far containing a Cl atom
For O=C(COC(=O)C1(c2ccc(Cl)cc2)CCCC1)N1CCc2ccccc21 the results were TRHR agonist 1.3, RXFP1 antag -6, TRHR enhancer 2, D2 antagonist 15, D1 ag 2, D2 potentiator 5, D1 PAM 3, D1 antagonist 11 and D2 agonist 1.7.
Screening OC(COc1ccc(Cl)cc1)CN1CCC(Cc2ccccc2)CC1 (configuration not stated) returned TRHR agonist 0.5, RXFP1 antag -16, TRHR enhancer 2, D2 antagonist 22, D1 ag 19, D2 potentiator -27, D1 PAM -7, D1 antagonist -24 and D2 agonist 1.1.
CCCCN(C(=O)Nc1ccc(Cl)cc1)C1CCN(C(C)=O)CC1 was read as TRHR agonist 0.0&-0.9, RXFP1 antag 3&4, TRHR enhancer -5&17, D2 antagonist -4, D1 ag 1&0, D2 potentiator 10&1, D1 PAM -2&-2, D1 antagonist -8&-12 and D2 agonist 1.1.
For COc1ccc(Cl)c(NC(=O)Nc2c(C)n(-c3ccccc3)c(=O)n2C)c1 the results were TRHR agonist -0.4, RXFP1 antag 2, TRHR enhancer -1, D2 antagonist 9, D1 ag -1, D2 potentiator -1, D1 PAM 2, D1 antagonist 7 and D2 agonist -0.1.
Screening COc1cc(Cl)c(C)cc1NC(=O)c1ccc2c(SCC(=O)O)c3c(nc2c1)CCCC3 returned TRHR agonist 0.1&0.0, RXFP1 antag -2&-13, TRHR enhancer 1&3, D2 antagonist 6, D1 ag 1&-1, D2 potentiator -5&27, D1 PAM 4&-2, D1 antagonist 5&-5 and D2 agonist -0.4.
